Compound activity (PubChem BioAssay)
HEK293 tox – qHTS of GLP-1 Receptor Inverse Agonists: Cytotox Screen; HEK293 cAMP-luciferase reporter cells, luminescence, 24 h; Potency, µM (series often up to 38.3 µM), inactives show at the highest dose activity change, negative = inhibition, usual class: inhibitors; 410,000 tested, 0.13% active;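 also: loss of luciferase light is scored as toxicity; potency is read from the fitted curve at half-maximal effect; % is scaled to controls: 0 for no effect and ±100 for the full control effect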
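Step one: seed cells (200 cells/uL, DMEM with 10% Nu serum, 1% pen-strep). Step two: 12-hour incubation at 37 deg C. Step three: pin 23 nL compound, incubate 24 hr. Step four: add luciferase reagent, read luminescence 12 min later.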
MmCpn inh – Inhibitors of TCP-1 ring complex (TRiC) of Methanococcus maripaludis (MmCpn): qHTS. Chaperonin Mm-Cpn (Methanococcus maripaludis). purified Mm-Cpn ATPase, ADP Transcreener TR-FRET. Potency, µM (doses to about 76.9 µM), without a hit: at the highest dose activity, negative = inhibition, actives largely listed as inhibitors. 330,000 tested, 0.031% active. AID 504842, 2011; also: potency is read from the fitted curve at half-maximal effect; % is scaled to controls: 0 for no effect and ±100 for the full control effect; nearly all actives have a fitted effect of over 80% in size
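Quantitative HTS used 25 nM Mm-CPN and 10 uM ATP in magnesium/KCl Tris buffer, pH 7.4, with 1 mM DTT. Hydrolysis ran 30 min at 37°C; ADP was read by HTRF.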
FUS suppressor – qHTS for Suppressors of FUS Proteinopathy: Primary screen using FUS-linked yeast assay; 390,000 tested, 0.24% active; Potency, µM (doses to about 76.6 µM), inactives show top-dose growth rescue (activation), most hits filed as activators; AID 1347120, 2019; S. cerevisiae FUS-expressing, growth rescue, OD600, 24 h;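 also: potency is read from the fitted curve at half-maximal effect; plate controls were DMSO vehicle for no effect and reference control for full effect; nearly all actives have a fitted effect of over 55% in size; some results filed as inactive show a strong effect at the top dose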
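Cultures pregrown in 2.5% raffinose medium are shifted to minimal medium containing 2% galactose to express toxic FUS. Compounds are tested at several concentrations. After 24hr at 30C, growth is quantified at 600 nm absorbance.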
Abeta yeast res – qHTS for compounds that reverse cellular toxicity of Amyloid beta (A-beta) peptide in yeast: Primary Screen | yeast expressing A-beta42, growth rescue, OD600, 48 h; response scale: 0% DMSO, 100% iron-clioquinol control | Potency, µM (doses to about 46.1 µM), for the others: top-dose growth rescue, usual class: activators | AID 1347071, 2019 | 410,000 tested, 0.063% active; also: potency is read from the fitted curve at half-maximal effect; nearly all actives have a fitted effect of over 55% in size
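Yeast growth medium received pinned compounds, then yeast cells expressing toxic A-beta were added; plates incubated at 30 C for 48 hr. Growth read as absorbance at 600 nm, normalized to DMSO and equimolar FeCl3 plus clioquinol controls.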
GLP-1R inv ag – qHTS of GLP-1 Receptor Inverse Agonists (Inhibition Mode); 410,000 tested, 1.6% active; AID 624417, 2012; HEK293 GLP-1R CRE-luciferase, luminescence, 24 h; GLP-1R form is constitutively active; Potency, µM (highest dose often 38.3 µM), without a hit: at the highest dose activity change, negative = inhibition, hits mostly inhibitors; Glucagon-like peptide 1 receptor (Homo sapiens), P43220; also: potency is read from the fitted curve at half-maximal effect; % is scaled to controls: 0 for no effect and ±100 for the full control effect; nearly all actives have a fitted effect of over 55% in size
Target sequence (P43220 whole entry, looked up): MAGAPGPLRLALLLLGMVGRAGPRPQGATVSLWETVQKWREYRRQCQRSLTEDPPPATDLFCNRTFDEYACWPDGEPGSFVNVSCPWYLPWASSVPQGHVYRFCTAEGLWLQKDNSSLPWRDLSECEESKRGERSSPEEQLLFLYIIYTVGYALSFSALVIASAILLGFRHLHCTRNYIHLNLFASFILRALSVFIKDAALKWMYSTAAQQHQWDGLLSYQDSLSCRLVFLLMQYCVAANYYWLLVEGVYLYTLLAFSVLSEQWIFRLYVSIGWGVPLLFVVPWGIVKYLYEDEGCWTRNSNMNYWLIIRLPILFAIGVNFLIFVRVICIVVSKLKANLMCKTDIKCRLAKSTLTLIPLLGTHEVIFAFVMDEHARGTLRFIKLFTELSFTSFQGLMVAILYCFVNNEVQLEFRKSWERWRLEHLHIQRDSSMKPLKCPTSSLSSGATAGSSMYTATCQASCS
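Assay principle: reduced luminescence from a cAMP-responsive reporter in HEK293 cells co-expressing a constitutively active GLP-1R. Conditions: 24 hr compound incubation, 37 deg C, 5% CO2.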
PTHR1 agonist – qHTS for PTHR1 Agonists: Primary Screen; HEK293 GP2 PTHR1 cells, GloSensor cAMP luminescence, 1 h; Potency, µM (highest dose often 115 µM), for the others: at the highest dose activation, usual class: activators; 410,000 tested, 0.075% active; AID 743266, 2014; also: potency is read from the fitted curve at half-maximal effect; nearly all actives have a fitted effect of over 55% in size; some results filed as inactive show a strong effect at the top dose; inactives centre near -15; many of its hits are not listed in these tables
Target sequence (Q03431 whole entry, looked up): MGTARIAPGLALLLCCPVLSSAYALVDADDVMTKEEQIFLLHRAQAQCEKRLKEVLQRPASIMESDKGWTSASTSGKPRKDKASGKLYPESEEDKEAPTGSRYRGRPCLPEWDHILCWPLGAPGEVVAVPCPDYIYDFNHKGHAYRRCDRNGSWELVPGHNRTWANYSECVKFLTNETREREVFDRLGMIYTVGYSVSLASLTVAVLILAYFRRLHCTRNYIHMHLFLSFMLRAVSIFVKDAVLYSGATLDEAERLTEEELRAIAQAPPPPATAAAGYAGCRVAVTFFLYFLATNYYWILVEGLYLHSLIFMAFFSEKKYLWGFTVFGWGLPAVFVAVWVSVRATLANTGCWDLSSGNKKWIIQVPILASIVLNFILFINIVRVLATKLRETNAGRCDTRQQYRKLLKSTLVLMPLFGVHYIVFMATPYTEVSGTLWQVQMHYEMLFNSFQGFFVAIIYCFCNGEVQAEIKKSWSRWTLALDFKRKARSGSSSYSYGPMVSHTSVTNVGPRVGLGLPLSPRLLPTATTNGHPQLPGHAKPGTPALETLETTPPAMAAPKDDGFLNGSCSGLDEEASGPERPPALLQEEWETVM
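HEK-293-derived GP2 cells expressing PTHR1 and a GloSensor cAMP reporter, 3,000/well, plated overnight, given luciferin plus IBMX (each 0.5 mM as added) for 1 h at 37 °C, then compound for 1 h at 37 °C. Luminescence was read after 15 min at room temperature.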
aSyn rescue – qHTS of alpha-syn Inhibitors; Yeast expressing alpha-synuclein, growth rescue, BacTiter-Glo, 24 h; 370,000 tested, 0.14% active; Potency, µM (doses to about 46.1 µM), without a hit: at the top dose growth rescue (activation), actives largely listed as activators; also: potency is read from the fitted curve at half-maximal effect; % of control where 0% means no effect; nearly all actives have a fitted effect of over 65% in size
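Screening used galactose-induced yeast with toxic alpha-synuclein levels, exposed to compound for 24 hr at 30 deg C. Cell growth, read with BacTiter-Glo luminescence, gave the measured signal.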
pAkt inh – HTS Assay for Inhibitors of Akt Phophorylation: Primary Screen; Neuro2A IGF-stimulated pAkt S473 HTRF, 20 min; stronger effect = lower value; activity change, % for hits at 50 µM; 360,000 tested, 0.32% active; AID 651550, 2012; in the data active = activity change below about -80%; inconclusive = mostly about -51% to -80%; also: % is scaled to controls: 0 for no effect and ±100 for the full control effect
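Neuro2A cells in DMEM with 0.5% FBS, overnight at 37 deg C, given compound at single 50 µM final, then IGF (6 nM final) for 20 min at 37 deg C. Lysed; phospho-Akt Ser473 by HTRF after 24 h, 665/615 ratio.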
TDP-43 yeast inh – qHTS of TDP-43 Inhibitors; 410,000 tested, 1.8% active; TDP-43 expressing yeast growth rescue, BacTiter-Glo, 24 h; AID 652104, 2013; Potency, µM (highest dose often 46.1 µM), without a hit: at the highest dose growth rescue (activation), actives largely listed as activators; also: potency is read from the fitted curve at half-maximal effect; % of control where 0% means no effect; nearly all actives have a fitted effect of over 50% in size
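Galactose-induced TDP-43 yeast, OD600=0.02, compound pinned; 24 hr, 30 deg C; BacTiter-Glo luminescence for growth. Inhibitors of TDP-43 toxicity read as activators.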
The depositor's hits bear a star; i = inactive; ? = inconclusive; . = no result given; & = joins results of further samples; [ ] = another dose, or the depositor's remark. Unless noted, calls follow the shape of the dose curve; as a rule, active = well fitted curve in the direction sought with a large enough effect; inconclusive = small, poorly fitted or top-dose-only effect, or another doubt; inactive = no such curve, though single readings can be large; an effect the other way counts as inactive or inconclusive. This is a subset; the hit share may differ from the screen's.

Start of the data: the first 2 compounds as a preview:
SMILES	HEK293 tox	MmCpn inh	FUS suppressor	Abeta yeast res	GLP-1R inv ag	PTHR1 agonist	aSyn rescue	pAkt inh	TDP-43 yeast inh
CC(C)(C)NC(=O)C[C@H]1C[C@H](C(=O)N2CCOCC2)[C@@]2(C)c3[nH]c4cc(-c5ccco5)ccc4c3CCN2C1=O	-1%	-1%	33%	2%	14%	i	1%	i	?
O=C(O)C1CCN(S(=O)(=O)N2CCOCC2)CC1	14%	2%	11%	-20%	-5%	i	0%	i	-19%

Results (from the top)
SMILES	HEK293 tox	MmCpn inh	FUS suppressor	Abeta yeast res	GLP-1R inv ag	PTHR1 agonist	aSyn rescue	pAkt inh	TDP-43 yeast inh
CC(C)(C)NC(=O)C[C@H]1C[C@H](C(=O)N2CCOCC2)[C@@]2(C)c3[nH]c4cc(-c5ccco5)ccc4c3CCN2C1=O	-1%	-1%	33%	2%	14%	i	1%	i	?
O=C(O)C1CCN(S(=O)(=O)N2CCOCC2)CC1	14%	2%	11%	-20%	-5%	i	0%	i	-19%
COc1ccc2[nH]cc(CCNC(=O)c3ccc4ccccc4n3)c2c1	-13%	-2%	17%	-6%	-18%	i	8%	i	8%
COc1ccc(-c2cn3c(n2)sc2cc(C(=O)NC4CCCc5ccccc54)ccc23)cc1 (configuration not stated)	-8%	.	20%	4%	15%	i	.	.	17%
Cc1ccc(C)c(Cn2c(CN(C)Cc3ccccc3)nc3c2c(=O)n(C)c(=O)n3C)c1	-15%	2%	19%	-21%	?	-16%	0%	i	2%
Cc1cc(C)cc(N2C(=O)CSC2c2ccccn2)c1 (configuration not stated)	6%	1%	3%	-7%	7%	i	0%	i	5%[9.22 µM]
Oc1cccc2ccc(/C=C/c3cccs3)nc12	-6%	-2%	15%	-6%	0%	-18%[57.5 µM]	?	i	?
O=C(Cn1ccc2ccccc2c1=O)NCCC(=O)NC1CCN(Cc2ccccc2)CC1	11%	-4%	9%	-5%	0%	i	-1%	i	-4%
CN(CC(=O)NCC1CCCO1)S(=O)(=O)c1cc(Cl)ccc1Cl (configuration not stated)	1%	0%	6%	11%	0%	7%	-8%	i	-8%
CCCN(CC(=O)Nc1ccccc1OC)C(=O)c1ccc2c(c1)NC(=O)C(C)S2 (configuration not stated)	-13%	-2%	23%	3%	-4%	-40%[inhibitor]	3%	i	11%
CCCn1nc(NS(=O)(=O)c2cccc3nonc23)c2cc3ccccc3nc21	-27%	-2%	7%	7%	3%	7%	-3%	i	-14%
Cc1ccc(S(=O)(=O)CC(=O)N2CCN(c3ccc(F)cc3)CC2)cc1	-17%	0%	12%	-2%	-7%	-2%	0%	i	?
Cc1nc2cc(C)c(C)cc2s1	-6%	1%	4%	-13%	14%	5%	-4%	i	-12%
COc1ccccc1N1CCN(CCCCN2C(=O)c3ccccc3C2=O)CC1	-1%	.	-26%	-11%	-16%	-8%	0%&2%	i	1%
O=C(O)CN=C1CC(c2ccccc2)CC(=O)/C1=C(/O)CCCN1C(=O)c2ccccc2C1=O (configuration not stated)	-9%	0%	3%	-22%	-19%	-2%	3%	i	-13%
CCOC(=O)c1c(NC(=O)c2cc3nc(-c4ccc(Br)cc4)cc(C(F)(F)F)n3n2)sc(C(C)=O)c1C	1%	.	-20%	-3%	5%	i	.	.	19%
O=S(=O)(c1ccc2oc3ccccc3c2c1)N1CCCC1	1%	0%	14%	0%	-2%	-9%	-11%	i	-18%
CN(CC(=O)Nc1cccc(F)c1)C(=O)c1cc(-c2ccccc2)nc2ccccc12	?	-17%	10%	-14%	?	-25%	0%	i	-4%
O=C1CCCC/C1=C\Nc1ccc(S(=O)(=O)Nc2cnc3ccccc3n2)cc1	5%	1%	-4%	8%	48%[activator]	i	0%	i	1%
Cc1cccc(N2C(=O)c3cccc(Oc4ccc(Cl)cc4)c3C2=O)c1	0%	0%	-10%	2%	?	i	0%	i	21%
CC1(C)CC(=O)CC2(C1)NCC(c1ccccc1Cl)c1c2[nH]c2ccccc12 (configuration not stated)	-12%	1%	?	-10%	?	-44%[inhibitor]	6%	i	-5%
Cc1ccc(C)c(Cn2c(=O)n(CCC(=O)NCc3ccco3)c(=O)c3sccc32)c1	-1%	1%	34%	14%	-3%	i	2%	i	-15%
CCOC(=O)c1ccccc1NC(=O)COC(=O)C(Cc1c[nH]c2ccccc12)NC(C)=O (configuration not stated)	15%	-1%	32%	7%	9%	i	-4%	i	13%
Cc1ccc(C)c(N2CCN(C(=O)C3CCC(CNS(=O)(=O)c4cccs4)CC3)CC2)c1 (configuration not stated)	-5%	.	1%	18%	?	-36%[inhibitor]	.	.	1%
COc1ccc(CNC(=O)C23CC4CC(CC(Br)(C4)C2)C3)cc1	12%	0%	-17%	3%	?	-4%	3%	i	-7%
CO/N=C\CC(=O)Nc1ccc(Cl)cc1Cl	3%	-2%	0%	-12%	-24%	-9%	-20%	i	?
O=C(CCCC(=O)n1cnc2ccccc21)n1cnc2ccccc21	-4%	?	-7%	5%	7%	-20%[57.5 µM]	-1%	i	9%
Cc1c(Cl)cccc1NC(=S)NCc1ccccc1Cl	-14%	-1%	.	?	?	-25%	-1%	i	?
CC(Nc1ccc(Br)cc1)C(=O)NC(=O)NC1CCCCC1 (configuration not stated)	-6%	.	-11%	10%	?	-24%	5%	i	17%
O=C(COc1ccccc1Cl)Nc1ccc(Cl)cn1	17%	1%	6%	1%	0%	-6%	0%	i	?
CCc1ccc(C(C)(O)C(CN2CCOCC2)c2ccccc2)cc1 (configuration not stated)	-2%	?	-3%	8%	?	-4%	3%	i	-11%
COc1ccc(Cl)cc1NC(=O)c1cccc(N2C(=O)C3CC=CCC3C2=O)c1 (configuration not stated)	8%	-4%	.	5%	?	-5%	4%	i	11µM*
CC(=O)c1ccc(NC(=O)Cn2c(=O)oc3ccccc32)cc1	-1%	-2%	-1%	4%	-9%	i	-1%	i	-2%
Cc1cc(OCC(=O)O)c2cccc(C)c2n1	-6%	0%	-5%	6%	9%	0%[57.5 µM]	-4%	i	-7%
CCOC(=O)C(C)Sc1nc(N2CCOCC2)c2c(c1C#N)CC(C)(C)OC2 (configuration not stated)	5%	.	27%	-10%	12%	-12%	0%	i	4%
Cc1nc2ccc(C(=O)N(C)Cc3ccccc3)cn2c1N(C)C(=O)CCc1ccccc1	5%	.	13%	-4%	-20%	14%	-4%	.	-1%
COc1ccc(NC(=S)NC2CCCCC2)c(OC)c1	2%	1%	26%	?	-3%	i	-3%	i	18%
CC1CCCCC1=NNC(=O)c1ccccc1 (configuration not stated)	-18%	.	-29%	-4%	-20%	-2%	0%	i	11%
Nc1ncnc2c1ncn2[C@H]1C[C@H](O)[C@@H](CO)O1	4%	-1%	-11%	-3%	-10%	-11%	-17%&-17%	i	18%
O=C(O)CC1(CC(=O)NCc2ccc(Cl)cc2)CCCCC1	1%	2%	-2%	-1%	14%	-25%	1%	i	20%
Cc1nc2ccn(Cc3ccco3)c(=O)c2cc1C(=O)NCc1ccccc1F	-25%	.	4%	-3%	?	i	.	.	1%
COCCCNC(=O)c1ccc(C(=O)NCCCOC)cc1	1%	-2%	-3%	4%	-6%	i	-14%	i	-12%
O=c1c(S(=O)(=O)c2cccc(Cl)c2)cn(Cc2ccccc2)c2cc(N3CCOCC3)c(F)cc12	-17%	.	-13%	8%	-1%	-24%	.	.	24%
COc1cccc([C@@H]2Oc3ccc(Br)cc3C(=O)[C@H]2OC(=O)NC2CCCC2)c1	0%	0%	18%	5%	11µM*	-14%	-4%	i	0%
O=C(CSCc1cnn(-c2ccccc2)c1-n1cccc1)NCc1ccc2c(c1)OCO2	2%	2%	21%	-14%	?	i	4%	i	10%

Given bar-delimited: part of the list above
SMILES | HEK293 tox | MmCpn inh | FUS suppressor | Abeta yeast res | GLP-1R inv ag | PTHR1 agonist | aSyn rescue | pAkt inh | TDP-43 yeast inh
Cc1nc2ccn(Cc3ccco3)c(=O)c2cc1C(=O)NCc1ccccc1F | -25% | . | 4% | -3% | ? | i | . | . | 1%
COCCCNC(=O)c1ccc(C(=O)NCCCOC)cc1 | 1% | -2% | -3% | 4% | -6% | i | -14% | i | -12%
O=c1c(S(=O)(=O)c2cccc(Cl)c2)cn(Cc2ccccc2)c2cc(N3CCOCC3)c(F)cc12 | -17% | . | -13% | 8% | -1% | -24% | . | . | 24%
COc1cccc([C@@H]2Oc3ccc(Br)cc3C(=O)[C@H]2OC(=O)NC2CCCC2)c1 | 0% | 0% | 18% | 5% | 11µM* | -14% | -4% | i | 0%
O=C(CSCc1cnn(-c2ccccc2)c1-n1cccc1)NCc1ccc2c(c1)OCO2 | 2% | 2% | 21% | -14% | ? | i | 4% | i | 10%
